# Growth percent in the NCI-60 one-dose screen (48 h, 10 µM unless noted): 100 = growth as untreated, 0 = no growth, -100 = all killed.
# HT29: HT29 colon cancer. AID 1794748. 81,000 compounds, 7.4% hits
# NCI-H322M: NCI-H322M lung cancer; 80,000 compounds, 2.7% hits
# SNB-75: SNB-75 CNS cancer | AID 1794750 | 79,000 compounds, 5% hits
# HCT-116: HCT-116 colon cancer. 82,000 compounds, 7.3% hits
# HCC-2998: HCC-2998 colon cancer | AID 1794799 | 79,000 compounds, 4.7% hits
# SW-620: SW-620 colon cancer; 82,000 compounds, 5.2% hits
# COLO 205: COLO 205 colon cancer; 79,000 compounds, 7.3% hits
# HCT-15: HCT-15 colon cancer | 82,000 compounds, 5.2% hits
# KM12: KM12 colon cancer cells; 82,000 compounds, 5% hits
# Numbers without * were called inactive; . = no result given; & = joins results of further samples. How the source made its calls: active means growth percent below 10; inactive means the rest. No enrichment for hits; any-hit rate near 12%.
SMILES,HT29,NCI-H322M,SNB-75,HCT-116,HCC-2998,SW-620,COLO 205,HCT-15,KM12
CCOC(=O)C1=C(C)NC(SCc2nnc(-c3ccc(Cl)cc3)o2)=NC1c1ccc(Cl)cc1 (configuration not stated),75,82,74,46,80,86,80,68,70
CC(C)(O)c1cncc(-c2ccc3ncc(C#N)c(N4CCc5cc(F)c(Cl)cc54)c3c2)c1,10.0*,11,-13*,25,19,27,15,9.9*,34
COc1ccc(OC)c([N+](=O)[O-])c1C=O,56,101,86,51,110,65,124,104,96
CS(=O)(=O)N(c1ccccc1[N+](=O)[O-])S(C)(=O)=O,109,106,90,101,99,108,109,102,115
Fc1ccc2[nH]cc(-c3nonc3-c3c[nH]c4ccc(F)cc34)c2c1,52,49,54,51,52,88,63,47,39
COc1cc(C(=O)/C=C/c2c(-c3cccs3)nc3ccccn23)cc(OC)c1OC,-26*,-2.4*,-4.3*,-5.6*,17,4.8*,2.8*,-7.5*,-26*
CC(=O)CC(=O)N1CCOCC1,105,100,108,105,110,100,114,99,109
CC(=O)c1cc2c(N)c(C(=O)Nc3ccccn3)sc2nc1C,86,74,75,93,85,97,41,83,89
N#Cc1c(NC(=O)c2ccco2)[n+]([O-])c2ccc(F)cc2[n+]1[O-],101,105,103,108,.,106,94,104,106
CCOC(=O)C(C(C)=O)C(C)C(C(C)=O)C(=O)OCC (configuration not stated),113,101,92,104,108,103,111,112,103
Cc1ccc(-n2nc3c(c(C#N)c2=O)CC(c2ccc([N+](=O)[O-])cc2)C([N+](=O)[O-])=C3O)cc1 (configuration not stated),119,106,91,99,109,103,115,99,110
CCOC(=O)Nc1ccc2c(c1)/C(=N\NC(=S)NC)c1ccccc1-2,88,92,96,88,88,94,106,67,71
CC(=O)C1=C(C#N)C(=C(C#N)C#N)NC1(C)O (configuration not stated),106,90,105,98,102,100,111,105,108
O=C(O)c1ccc2c(c1)C(=O)N(Cc1ccccc1)C2=O,100,96,94,97,99,99,107,100,104
c1ccc(N2CCN(c3nc(-c4ccncc4)nc4sc5c(c34)CCCCCC5)CC2)cc1,87,103,124,103,114,109,102,98,95
COc1c(B(O)O)cccc1-c1nc2ccc3[nH]ncc3c2c2c1C1CCC2C1 (configuration not stated),72,84,2.2*,21,110,34,50,50,25
C#C[C@]1(O)CC[C@H]2[C@@H]3CC=C4c5sc(-c6ccc(O)cc6)nc5CC[C@]4(C)[C@H]3CC[C@@]21C,100,101,113,106,100,112,114,103,102
COc1ccc(C(C#N)=C2C=CC(=NO)C=C2)cc1,.,94,92,-37*,105,12,127,91,-25*
COC(=O)C(Br)C(O)c1ccccc1 (configuration not stated),111,101,86,97,101,106,128,100,101
CCN(CC)S(=O)(=O)c1ccc(S(=O)(=O)N2CCC[C@@H](C(=O)N3CCN(c4nc(C(C)C)no4)CC3)C2)cc1,88,89,56,52,79,79,102,92,77
CN(C)c1ccc(/C=C/C(=O)c2ccc(NC(=O)CN3C(=O)NC(C)(c4ccccc4)C3=O)cc2)cc1 (configuration not stated),20,89,81,26,39,75,110,27,24
C/C(=N\Nc1nc2ccccc2s1)c1ccncn1,25,46,62,5.2*,46,31,7.1*,19,39
N#Cc1c(-c2ccccc2)cc(-c2ccccc2)n(Cc2ccc(C(=O)Nc3ccccc3N)cc2)c1=O,85,96,64,51,103,76,94,79,84
C[C@H](c1nc2ncccc2[nH]1)C1CCC2C3CCC4=CC(=O)CC[C@]4(C)C3CC[C@@]21C (some centres not stated),84,101,94,94,112,109,95,83,98
CS(=O)(=O)Oc1ccc(Cl)cc1,101,112,108,105,113,96,111,111,115

# Of the compounds above, six have a halogen:
SMILES,HT29,NCI-H322M,SNB-75,HCT-116,HCC-2998,SW-620,COLO 205,HCT-15,KM12
CCOC(=O)C1=C(C)NC(SCc2nnc(-c3ccc(Cl)cc3)o2)=NC1c1ccc(Cl)cc1 (configuration not stated),75,82,74,46,80,86,80,68,70
CC(C)(O)c1cncc(-c2ccc3ncc(C#N)c(N4CCc5cc(F)c(Cl)cc54)c3c2)c1,10.0*,11,-13*,25,19,27,15,9.9*,34
Fc1ccc2[nH]cc(-c3nonc3-c3c[nH]c4ccc(F)cc34)c2c1,52,49,54,51,52,88,63,47,39
N#Cc1c(NC(=O)c2ccco2)[n+]([O-])c2ccc(F)cc2[n+]1[O-],101,105,103,108,.,106,94,104,106
COC(=O)C(Br)C(O)c1ccccc1 (configuration not stated),111,101,86,97,101,106,128,100,101
CS(=O)(=O)Oc1ccc(Cl)cc1,101,112,108,105,113,96,111,111,115

# Next entries
SMILES,HT29,NCI-H322M,SNB-75,HCT-116,HCC-2998,SW-620,COLO 205,HCT-15,KM12
CCOC(=O)C(CCc1ccccc1)C(C)=O (configuration not stated),105&112,106&116,84&82,95&97,97,104&105,119&107,104&93,116&105
Cc1cccc2c(=O)n3c(cc12)-c1[nH]c2ccccc2c1CC3,103,.,83,87,107,96,111,95,95
CN(C)CC(O)COc1ccc(S(=O)(=O)c2ccc(OCC(O)CN(C)C)c(Cl)c2)cc1Cl (configuration not stated),91,93,73,103,105,99,74,91,94
CN(C)/C=N/C1=NNC(C)(c2ccccc2O)N1C(Cc1c[nH]c2ccccc12)C(=O)O (configuration not stated),86,82,93,72,96,96,81,87,92
NC1=NC(/C=C/c2ccccc2)n2c(nc3ccccc32)N1 (configuration not stated),99,101,84,92,.,93,101,100,96
Cc1ccc(S(=O)(=O)Oc2ccc3oc(=O)c4c(c3c2)CCCCC4)cc1,24,105,89,76,100,94,80,64,89
O=C(O)CNC(=O)Nc1ccccc1Cl,112,105,87,100,97,110,147,119,112
O=S(=O)(Nc1ccc(C2=NCCN2)cc1)c1cccc(S(=O)(=O)Nc2ccc(C3=NCCN3)cc2)c1,91,110,100,99,101,95,113,103,107
CCOC(=O)c1sc2nc[nH]c(=O)c2c1C,103,96,.,111,108,110,95,90,105
O=C(CSc1nc2sc3c(c2c(=O)n1-c1ccc(Cl)cc1)CCCC3)Nc1nc(-c2ccc(Br)cc2)cs1,88,96,88,93,107,100,116,91,98
O=C(C[n+]1ccccc1Cl)c1ccc(Br)cc1,94,93,88,101,91,107,101,99,104
O=C(Cn1c(/C=C/c2ccc3c(c2)OCO3)nc2ccccc2c1=O)Nc1ccccc1,82,102,62,91,111,103,102,90,75
C/C(=N\NC(=O)CC#N)c1cccs1,104,97,105,100,.,101,108,100,96
CC(=O)[C@H]1CC[C@H]2[C@@H]3CCC4CC(=O)CC[C@]4(C)[C@H]3C(C)(O)C[C@]12C (some centres not stated),104,106,95,99,.,103,103,114,108
FC(F)(F)c1ccc2c(c1)Nc1ccccc1S2,99,99,98,95,99,105,112,91,100
CC(C)CSc1nc(NNC(N)=S)c(C#N)c(-c2ccc(F)cc2)n1,113,101,.,102,92,103,113,110,93
Cc1cc(C)c2c(c1)N(C)c1ncnc(-n3c(C)nc4cc(C)ccc43)c1CC2C (configuration not stated),34,73,29,17,76,20,54,33,39
CN(C)CC1CCCC(CN(C)C)C1O (configuration not stated),100,100,102,107,115,107,121,102,109
C/C(=N\Nc1nc(C)cs1)c1cc2ccccc2o1,103,93,119,79,112,100,110,99,96
COc1cc(CNC(=O)CCCC/C=C/C(C)C)ccc1OCc1cn(-c2ccc(C)c(C)c2)nn1,99,93,79,107,98,96,111,94,100
CC(O)CNC(Cc1ccccc1)c1ccc2c(c1)OCO2 (configuration not stated),66,94,90,62,104,93,71,104,99
CCCCCCCCCCCCCCCCCC1=NC(CO)(CO)CO1,98,81,94,92,97,105,98,97,98
COc1ccccc1CNCCN1C(=O)c2ccc3c4c(ccc(c24)C1=O)C(=O)N(CCNCc1ccccc1OC)C3=O,-36*,-65*,-96*,-93*,.,.,-97*,-77*,-97*
C=C(C)[C@@H]1CC[C@]2(C(=O)N3CCN(C)CC3)CC[C@]3(C)[C@H](CC[C@@H]4[C@@]5(C)C/C(=C/c6ccco6)C(=O)C(C)(C)[C@@H]5CC[C@]43C)[C@@H]12,26,80,68,47,92,74,75,47,73
CCO/C=N/C1=C(C#N)C(c2ccc(F)cc2)c2sc3c(C)cccc3c2O1 (configuration not stated),9.8*,38,8.1*,6.1*,19,20,16,12,8.6*

# One compound at a time (already shown):
# Shown for O=C(O)CNC(=O)Nc1ccccc1Cl → HT29: 112; NCI-H322M: 105; SNB-75: 87; HCT-116: 100; HCC-2998: 97; SW-620: 110; COLO 205: 147; HCT-15: 119; KM12: 112
# Shown for CCOC(=O)C(CCc1ccccc1)C(C)=O (configuration not stated) → HT29: 105&112; NCI-H322M: 106&116; SNB-75: 84&82; HCT-116: 95&97; HCC-2998: 97; SW-620: 104&105; COLO 205: 119&107; HCT-15: 104&93; KM12: 116&105

# Carrying on.
SMILES,HT29,NCI-H322M,SNB-75,HCT-116,HCC-2998,SW-620,COLO 205,HCT-15,KM12
Cc1ccc2c(-c3cc(-c4ccccc4)nc(N)c3C#N)cc(=O)oc2c1,90,97,100,87,96,107,108,105,97
O=C(Nc1nc(-c2ccc(Cl)cc2)cs1)c1ccccc1CN1C(=O)c2ccccc2C1=O,98,102,84,94,107,99,103,65,102
O=C(NC(=S)Nc1cnccn1)c1ccccc1,102,106,99,103,103,99,.,102,105
CN1C(C(=O)Nc2ccccn2)=C(O)c2sccc2S1(=O)=O,98,109,98,96,102,101,106,103,101
O=C1/C=C/[C@@H](O)[C@@H]2C[C@@H](O)C[C@H]2/C=C/CCC[C@H](CCc2ccc(NC(=S)Nc3ccc4c(c3)C(=O)OC43c4ccc(O)cc4Oc4cc(O)ccc43)cc2)O1,1.5*,.,49,-37*,-7.6*,3.3*,.,4.0*,.
COc1ccc(-c2c(C)noc2-c2ccc(O)cc2O)cc1,102,94,91,78,111,69,121,69,64
O=C(NC1CC(F)C1)c1cc2cccnc2n1-c1ccc(Cl)c(Cl)c1 (configuration not stated),101,97,89,95,104,98,109,97,99
CC1CCc2c(sc3nc(SCC(=O)c4ccccc4)n(-c4ccccc4)c(=O)c23)C1 (configuration not stated),98,101,.,98,104,104,96,101,102
CCCCN1C(=O)/C(=c2\sc3n(c2=O)NC2C(N=3)N(CC)C(=S)N2CC)c2ccccc21 (configuration not stated),102,96,67,89,103,104,106,85,99
C[C@@H](O)[C@H](N)C(=O)O,101,120,109,109,100,.,116,103,107
COc1ccc2cc(-c3ccc(-c4ccc(C(=N)N)cc4)s3)ccc2c1,20,98,.,71,101,85,73,62,66
Nc1c(C(=O)Nc2cccc3c2OCCO3)sc2nc3c(cc12)CN(Cc1ccccc1)CC3,35,94,.,45,101,48,91,43,59
CC1(C)CC[C@]2(C(=O)N3CCOCC3)CC[C@]3(C)C(=CC[C@@H]4[C@@]5(C)CC[C@H](OC(=O)c6cccnc6)C(C)(C)[C@@H]5CC[C@]43C)[C@@H]2C1,42,88,68,32,59,45,58,49,54
O=C(Nc1cccc2ccccc12)OCc1ccccc1,107,115,91,102,90,103,122,95,106
CC(C)CCNCC(O)Cn1c2ccccc2c2ccccc21 (configuration not stated),-13*,31,-3.3*,4.0*,12,13,2.8*,15,16
S=c1[nH]nc(Cn2c3ccccc3c3ccncc32)o1,95,106,102,102,106,104,104,110,102
COC(=O)C1=C/C(=C/Nc2ccccc2)C2=C1C(=O)C1C(O)=CC(C)=CC1O2 (configuration not stated),110,97,61,95,103,95,110,101,100
CS(=O)(=O)Nc1ccc(-c2ccc3c(c2)ncn3-c2ccc(NC(=O)Nc3ccc(Cl)c(C(F)(F)F)c3)cc2)cc1,-84*,-43*,-42*,-88*,-74*,-67*,-90*,-91*,-58*
Nc1ccc([N+](=O)[O-])cc1N=C/C=C/c1ccccc1,29,88,87,67,73,35,65,43,40
Cc1cccc(OCC(O)CN2CCN(c3cccc(C)c3)CC2)c1 (configuration not stated),101,123,94,91,100,103,82,108,108
Nc1nc2c(nc(N)n2C2OC(CO)C(O)C2O)c(=O)[nH]1 (configuration not stated),104,100,107,97,115,.,104,110,99
CSC(=S)c1c(O)[nH]c2ccccc12,117,102,94,97,108,100,127,102,104
CCCCC/C(C)=N\NC(N)=O,109,91,82,99,97,100,114,100,102
CCCCCCCOC(=O)NC1c2ccccc2Oc2ccccc21,87,90,93,89,104,96,104,88,89
OC(CN1CCCCC1)c1ccc2c3c(cccc13)CC2 (configuration not stated),83,86,96,87,99,97,81,103,100
# (cont.)
SMILES,HT29,NCI-H322M,SNB-75,HCT-116,HCC-2998,SW-620,COLO 205,HCT-15,KM12
CCOC(=O)c1c(Nc2ccccc2)nn(CC(O)c2ccccc2)c1N (configuration not stated),120,89,86,107,103,106,116,94,98
O=S(=O)(NCCCNc1nccc(-n2cnc3ccccc32)n1)c1ccc(Br)cc1,103,103,86,90,112,106,108,83,68
CC(=O)O[C@H]1C(=O)[C@@]2(C)[C@H]([C@H](OC(=O)c3ccccc3)[C@]3(O)C[C@H](OC(=O)[C@H](OC(=O)CCC(=O)OC4CCC(S/N=C(N)/N=C(\N)N(C)C)CC4)[C@@H](NC(=O)c4ccccc4)c4ccccc4)C(C)=C1C3(C)C)[C@]1(OC(C)=O)CO[C@@H]1C[C@@H]2O (some centres not stated),5.0*,18,-22*,6.1*,.,42,-8.9*,25,11
Cc1cc[n+](CCCCCCCCCC[n+]2ccc(C)cc2)cc1,84,109,95,96,93,103,103,103,.
C#C[C@]1(O)CC[C@H]2[C@@H]3CC=C4c5sc(Nc6ccc(C(F)(F)F)cn6)nc5CC[C@]4(C)[C@H]3CC[C@@]21C,-32*,14,28,-67*,4.0*,-33*,-87*,-35*,-16*
CCCC(C)C(=O)OC1CCCC1 (configuration not stated),115,110,92,102,102,107,107,106,111
Brc1nc(Br)c(Br)[nH]1,.,93,82,96,95,106,102,100,104

# Bioassay records: PubChem, NCI
